CSN deneddyl inh = inhibitors of CSN-mediated cullin deneddylation, primary screen, biochemical, fluorescence polarization, uHTS; COP9 signalosome complex subunit 5 (Homo sapiens), Q92905; Purified CSN, SCF-Nedd8-OG deneddylation; inhibition, % at 12.5 µM; hit rate 0.38% among 360,000; AID 651999, 2013;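 active means pattern-corrected inhibition above about 35%, with an unprinted fluorescence ratio check between 0.5 and 1.5, limit read from the data, passing the limit was not always enough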;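 further: 0% = enzyme with substrate and 100% = substrate without enzyme; some results filed as inactive read as strong as hits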
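Detection – fluorescence polarization · System – HEK293T-derived human Csn5 enzyme · Controls – substrate-only high control, full reaction low control · Timing – 90 min, room temperature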
MsrA inh = bovine MsrA enzyme inhibitors, primary screen, biochemical, absorbance, HTS. hit rate 0.75% among 360,000. AID 651718, 2012. inhibition, % at 15.5 µM. purified bovine MsrA, absorbance read-out. Methionine sulfoxide reductase A (Bos taurus); in the data active means inhibition above about 4.5%;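 further: 0% = vehicle wells with enzyme and 100% = reference inhibitor wells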
FAS-TE inh = FAS thioesterase domain inhibitors, primary screen, biochemical, fluorescence intensity, uHTS. Fatty acid synthase (Homo sapiens), P49327. inhibition, % at 15 µM. hit rate 0.67% among 360,000. recombinant FAS-TE, OMFH fluorogenic substrate, fluorescence endpoint. AID 602261, 2012;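 active means compounds whose normalised, plate-corrected inhibition of enzyme fluorescence in the single-dose primary screen is 50% or more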;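 further: 0% = DMSO with enzyme and 100% = substrate without enzyme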
Rpn11 inh = Rpn11 (PSMD14) deubiquitinase inhibitors, primary screen, biochemical, fluorescence polarization, uHTS. hit rate 0.59% among 360,000. human 26S proteasome, Ub4-pepOG fluorescence polarization; 20S core pre-blocked with epoxomicin. calls only at 20 µM. AID 588493, 2011. 26S proteasome non-ATPase regulatory subunit 14 (Homo sapiens), O00487;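 active means inhibition at 20 µM, scaled to each plate's controls, above about 33%, limit read from the data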
Target sequence (O00487 whole entry, looked up): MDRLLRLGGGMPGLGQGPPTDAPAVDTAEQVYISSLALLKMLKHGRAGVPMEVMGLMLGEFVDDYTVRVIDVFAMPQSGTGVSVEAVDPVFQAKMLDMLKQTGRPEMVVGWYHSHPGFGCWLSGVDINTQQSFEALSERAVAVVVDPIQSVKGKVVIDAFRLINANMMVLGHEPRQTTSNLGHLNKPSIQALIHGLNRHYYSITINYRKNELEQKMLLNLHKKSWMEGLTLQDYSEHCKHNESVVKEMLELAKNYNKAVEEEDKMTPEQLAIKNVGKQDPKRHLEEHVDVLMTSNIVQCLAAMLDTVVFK
MsrA act = bovine MsrA enzyme activators, primary screen, biochemical, absorbance, HTS; hit rate 0.3% among 360,000; purified bovine MsrA, absorbance read-out; activation, % at 10.6 µM; Methionine sulfoxide reductase A (Bos taurus); in the data active means activation above about 7.5%;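 further: 0% = vehicle and 100% = reference activator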
E coli Lon inh = inhibitors of E. coli Lon protease, primary screen, biochemical, fluorescence polarization; inhibition, % at 7.94 µM; purified E. coli Lon protease; hit rate 0.42% among 360,000; P0A9M0; AID 602123, 2011; in the data active means inhibition above about 13%, passing the limit was not always enough;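 further: 0% = enzyme with probe and DMSO and 100% = no enzyme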
MT1-MMP act inh = blockers of MT1-MMP proenzyme processing, primary screen, HT1080 RFP-PRO-GFP cells, GFP/RFP fluorescence. GFP/RFP ratio fluorescence, overnight; percent of plate control window, DMSO zero. GFP/RFP ratio change, % at 20 µM. hit rate 0.061% among 360,000. AID 651647, 2012;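 active means GFP/RFP ratio change of at least 30% with cell ATP level not reduced by more than half and red fluorescence within 50% of control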; further: strong numbers were not always called active
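Assay system: RFP-PRO-GFP reporter HT1080 cells; read-out basis: GFP/RFP fluorescence ratio; benchmarks: DMSO wells and RFP-L50D-GFP cells; doses: 20 µM single dose, 1% DMSO; schedule: overnight cell settling, then overnight compound exposure, 37 °C, 5% CO2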
Rin1-Abl PPI inh = inhibitors of Rin1-Abl protein binding, primary screen, biochemical, TR-FRET; Tyrosine-protein kinase ABL1 (Homo sapiens) + Ras and Rab interactor 1 (Homo sapiens), …; inhibition, % at 7.35 µM; hit rate 0.4% among 360,000; in the data active means inhibition above about 5%, passing the limit was not always enough
PABP1 MLLE inh = inhibitors of PABP1 MLLE–PAM2 peptide binding, primary screen, biochemical, fluorescence polarization, FITC-PAM2, GST-MLLE; hit rate 0.36% among 360,000; Polyadenylate-binding protein 1 (Homo sapiens), P11940; inhibition, % at 20 µM; AID 588489, 2011; in the data active means inhibition above about 35%, passing the limit was not always enough;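 further: plate controls were DMSO wells with GST-MLLE for no effect and wells lacking GST-MLLE protein for full effect; some results filed as inactive read as strong as hits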
Target sequence (P11940 whole entry, looked up): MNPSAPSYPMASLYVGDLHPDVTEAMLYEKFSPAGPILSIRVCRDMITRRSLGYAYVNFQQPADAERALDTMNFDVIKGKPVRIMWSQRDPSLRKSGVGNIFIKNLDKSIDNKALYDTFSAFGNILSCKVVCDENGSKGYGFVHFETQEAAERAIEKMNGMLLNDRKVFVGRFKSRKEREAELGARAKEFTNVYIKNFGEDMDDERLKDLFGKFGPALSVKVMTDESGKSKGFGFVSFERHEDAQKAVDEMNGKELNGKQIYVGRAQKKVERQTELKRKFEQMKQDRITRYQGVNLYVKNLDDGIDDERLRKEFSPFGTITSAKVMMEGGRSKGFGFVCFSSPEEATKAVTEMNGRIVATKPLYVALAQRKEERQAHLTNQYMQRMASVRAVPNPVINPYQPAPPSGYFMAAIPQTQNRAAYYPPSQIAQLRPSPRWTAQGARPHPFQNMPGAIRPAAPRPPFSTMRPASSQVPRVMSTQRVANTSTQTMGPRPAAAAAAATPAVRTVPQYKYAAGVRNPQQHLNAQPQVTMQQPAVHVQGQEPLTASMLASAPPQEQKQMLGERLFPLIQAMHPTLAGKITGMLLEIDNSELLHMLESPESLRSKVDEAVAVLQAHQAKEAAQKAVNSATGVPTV
Active calls of the source: *; i = inactive; . = no result given; + = active, no number.

1. O=C(Nc1ccc(F)cc1F)c1ccccc1-c1ccccc1
2. CCCC1(C)SC(NC(C)=O)=NN1C(C)=O (configuration not stated)
3. Cc1ccc(C(=O)NCCSc2ccc(Cl)cc2)cc1[N+](=O)[O-]
4. O=C(CNc1ccc(C(F)(F)F)cc1[N+](=O)[O-])OCC(=O)c1ccccc1
5. O=C(CCC(=O)c1ccc(Cl)cc1)OCc1nc2ccsc2c(=O)[nH]1
6. S=C(NCCCn1ccnc1)Nc1ccc(Cl)cc1Cl
7. O=C(O)c1cc(S(=O)(=O)Nc2ccc3cn[nH]c3c2)ccc1Cl
8. Cc1cccc(N2CCN(C(=O)c3ccc4c(c3)OCCO4)CC2)c1C
9. Cc1cccc(N(O)C(=O)Nc2cccc(Cl)c2)c1
10. CCCOc1c(Br)cc(C(=O)NCC)cc1OC

assay / entry,1,2,3,4,5,6,7,8,9,10
CSN deneddyl inh,-2,-9,4,3,2,-12,2,4,0,-3
MsrA inh,0.6,-1.1,-0.2,0.3,0.5,2.0,0.8,1.7,0.2,-1.8
FAS-TE inh,0,-12,40,31,-1,-3,-7,8,-161,-6
Rpn11 inh,i,i,i,i,i,i,i,i,i,i
MsrA act,-9,-17,-6,-6,0,-3,-6,-14,1,-4
E coli Lon inh,-1,-5,-1,-3,-12,4,6,-3,9,2
MT1-MMP act inh,5,-2,9,6,-2,5,10,3,3,-2
Rin1-Abl PPI inh,-1,6,-7,3,-2,0,2,2,-1,-1
PABP1 MLLE inh,11,-1,24,-1,2,20,8,3,9,-2

11. CN1C(=O)c2ccccc2Sc2ccc(NC(=O)N3CCCC3)cc21
12. O=C(Nc1ccc2c(c1)OCCO2)C1CCN(C(=O)c2ccc(Br)cc2)CC1
13. COc1ccc(OC)c(NC(=O)C2C(C(=O)O)C3(Cl)C(Cl)=C(Cl)C2(Cl)C3(Cl)Cl)c1 (configuration not stated)
14. COc1ccc(S(=O)(=O)N2CCCC(C(=O)N3CCOCC3)C2)cc1Cl (configuration not stated)
15. O=C(Nc1cccc([N+](=O)[O-])c1)N1CCc2ccccc2C1
16. Cc1c(NC(=O)CN2C(=O)NC3(CCCC3)C2=O)c(=O)n(-c2ccccc2)n1C
17. CCCN=C1N(C)C[C@@H]2[C@@H]3C(=O)N(C)C(=O)[C@@H]3[C@](Cc3ccccc3)(C(=O)OC)N12
18. O=C(CNCc1ccccn1)N1CCc2ccccc2C1
19. CCN(CC)S(=O)(=O)c1ccc(C)c(NC(=O)CN(C)C)c1
20. COc1ccc(CN(C(=O)c2snc(C(N)=O)c2N)C(C(=O)NC2CCCC2)c2ccc(OC)cc2)cc1 (configuration not stated)

assay / entry,11,12,13,14,15,16,17,18,19,20
CSN deneddyl inh,1,0,-18,-2,0,2,2,4,1,4
MsrA inh,0.1,-0.7,2.6,-1.1,0.3,0.4,-0.6,1.0,1.8,0.3
FAS-TE inh,3,4,10,-5,52*,-4,-8,-6,-3,26
Rpn11 inh,i,i,i,i,i,i,i,i,i,i
MsrA act,-2,-3,-1,-1,-7,-7,-3,3,-12,-4
E coli Lon inh,-5,3,2,0,3,4,-1,-3,-10,-1
MT1-MMP act inh,5,-2,-4,-2,1,-9,-1,2,3,-3
Rin1-Abl PPI inh,-14,1,-3,4,0,-2,-7,-5,2,6
PABP1 MLLE inh,-2,4,-2,16,5,6,6,3,5,-6

21. Brc1ccc(C2=Nn3c(nnc3-c3cccnc3)SC2)s1
22. CC1(C)CC(=O)C=C(c2cc3ccccc3s2)C1
23. O=C(C1CCN(S(=O)(=O)N2CCOCC2)CC1)N1CCN(Cc2ccc3c(c2)OCO3)CC1
24. Cc1onc(-c2ccccc2Cl)c1C(=O)NCc1nnnn1-c1ccc(F)cc1
25. Cc1ccc(S(=O)(=O)N2CCOCC2)cc1NC(=O)COC(=O)CCC(=O)c1ccc(F)cc1
26. CC(=O)N1c2ccc(S(=O)(=O)N3CCC(C(=O)NCc4ccccc4Cl)CC3)cc2CC1C (configuration not stated)
27. COc1ccc(-c2csc(NC(=O)CN3C(=O)NC4(CCCC4)C3=O)n2)c(OC)c1
28. CC1CCN(C(=O)COC(=O)CCC(=O)c2ccc(Cl)cc2)CC1
29. COc1cccc(/C=N/N2CCN(c3ccc(Cl)cc3)CC2)c1OC
30. CC(=O)CSc1nc2cc3c(cc2cc1C#N)OCCO3

assay / entry,21,22,23,24,25,26,27,28,29,30
CSN deneddyl inh,94*,0,-2,-3,-2,3,-1,1,0,3
MsrA inh,.,0.1,0.3,0.1,-1.0,0.6,-0.7,-0.7,0.7,1.2
FAS-TE inh,13,-5,-5,-8,-4,3,-2,2,22,-7
Rpn11 inh,+,i,i,i,i,i,i,i,i,i
MsrA act,-2,-2,-3,-2,-5,-1,-8,-1,-1,-7
E coli Lon inh,-1,9,-5,-8,0,-3,1,-5,2,-13
MT1-MMP act inh,1,2,2,-3,-2,-2,4,2,2,-105
Rin1-Abl PPI inh,-11,-1,-5,2,2,4,2,0,-2,-20
PABP1 MLLE inh,-36,4,5,-14,-9,4,-29,-8,7,70

31. O=C(NCCS(=O)(=O)NCc1ccc(F)cc1)c1ccccc1
32. CCOc1ccc2nc(C)cc(Nc3ccc4c(c3)OCCO4)c2c1
33. Cc1ccc(C(=O)Nc2c3c(nn2C(C)(C)C)CS(=O)(=O)C3)cc1C
34. COc1ccc(C)c2sc(N(CCN(C)C)C(=O)/C=C/c3cccs3)nc12
35. COc1ccc(/C=C2\SC(=S)N(C(C)C(=O)NC3C=CS(=O)(=O)C3)C2=O)cc1 (configuration not stated)
36. CC(C)NCC(O)COCCOc1ccc(C(C)(C)C)cc1 (configuration not stated)
37. NC(=O)c1c(NC(=O)C2CCCO2)sc2c1CCC2 (configuration not stated)
38. Cc1ccc2cc(C)c3nnc(SCc4ccc(C(=O)O)cc4)n3c2c1C
39. Cc1ccc(-n2nc3c(=O)n(CCCC(=O)N4CCC(C(N)=O)CC4)nc(C)c3c2C)cc1
40. COc1cc(NCCCCCCCN)c2ncccc2c1

assay / entry,31,32,33,34,35,36,37,38,39,40
CSN deneddyl inh,3,3,1,2,4,-4,1,-1,26,14
MsrA inh,-0.2,0.7,0.4,3.3,0.4,-0.8,-0.7,1.0,0.2,.
FAS-TE inh,-7,-12,-7,4,0,-8,-8,-6,-9,-22
Rpn11 inh,i,i,i,i,i,i,i,i,i,i
MsrA act,-8,-10,-2,-3,-5,-1,-2,-2,-6,-6
E coli Lon inh,2,1,0,-18,0,-4,-1,8,-12,-5
MT1-MMP act inh,0,6,1,0,-1,2,1,6,2,-9
Rin1-Abl PPI inh,-1,-7,1,-3,1,-4,2,-4,4,-5
PABP1 MLLE inh,-2,4,-12,-1,33,-8,13,-67,14,-11

8 of these compounds, set out differently.
#	smiles	CSN deneddyl inh	MsrA inh	FAS-TE inh	Rpn11 inh	MsrA act	E coli Lon inh	MT1-MMP act inh	Rin1-Abl PPI inh	PABP1 MLLE inh
33	Cc1ccc(C(=O)Nc2c3c(nn2C(C)(C)C)CS(=O)(=O)C3)cc1C	1	0.4	-7	i	-2	0	1	1	-12
34	COc1ccc(C)c2sc(N(CCN(C)C)C(=O)/C=C/c3cccs3)nc12	2	3.3	4	i	-3	-18	0	-3	-1
35	COc1ccc(/C=C2\SC(=S)N(C(C)C(=O)NC3C=CS(=O)(=O)C3)C2=O)cc1 (configuration not stated)	4	0.4	0	i	-5	0	-1	1	33
36	CC(C)NCC(O)COCCOc1ccc(C(C)(C)C)cc1 (configuration not stated)	-4	-0.8	-8	i	-1	-4	2	-4	-8
37	NC(=O)c1c(NC(=O)C2CCCO2)sc2c1CCC2 (configuration not stated)	1	-0.7	-8	i	-2	-1	1	2	13
38	Cc1ccc2cc(C)c3nnc(SCc4ccc(C(=O)O)cc4)n3c2c1C	-1	1.0	-6	i	-2	8	6	-4	-67
39	Cc1ccc(-n2nc3c(=O)n(CCCC(=O)N4CCC(C(N)=O)CC4)nc(C)c3c2C)cc1	26	0.2	-9	i	-6	-12	2	4	14
40	COc1cc(NCCCCCCCN)c2ncccc2c1	14	.	-22	i	-6	-5	-9	-5	-11

New compounds follow.
41. CCN(CC(=O)Nc1cccc(OC)c1)CC(=O)Nc1ccc(C)cc1Cl
42. CC1(C)Cc2c(sc3nc(N/N=C/c4ccccc4)[nH]c(=O)c23)CO1
43. CCNC(=O)C1(C)CCCN1C(=O)c1ccc2c(c1)OCO2 (configuration not stated)
44. CCOc1ccc(C(CC(=O)O)NC(=O)C(Sc2ccccc2)c2ccccc2)cc1 (configuration not stated)
45. C=CCn1cnnc1SCC(=O)N(C1CCCCC1)C1CCS(=O)(=O)C1 (configuration not stated)

assay / entry,41,42,43,44,45
CSN deneddyl inh,-2,-8,-6,-8,-3
MsrA inh,-2.0,-0.1,0.5,0.3,0.7
FAS-TE inh,8,-5,-6,3,-10
Rpn11 inh,i,i,i,i,i
MsrA act,-3,-4,-2,-5,-2
E coli Lon inh,7,6,2,4,-10
MT1-MMP act inh,2,7,0,5,-1
Rin1-Abl PPI inh,-3,-4,-5,0,1
PABP1 MLLE inh,-7,-8,15,-6,-4

Screening results (PubChem BioAssay)
